Screening data (PubChem)
p53 reactivation: qHTS assay for re-activators of p53 using a Luc reporter | Potency, µM (highest dose often 92.2 µM), without a hit: top-dose activity change, positive = activation, actives largely listed as activators | H1299 p53-A138V BP100-luciferase reporter, luminescence, 24 h | hit rate 0.063% among 320,000; note: potency is the fitted concentration of half-maximal effect; % of control where 0% means no effect; nearly all actives have a fitted effect of over 45% in size
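H1299 (p53-null), stable ts p53-A138V + BP100-Luc; 1000 cells/well, Opti-MEM/10% FBS; cpd 4 pt, 1:5; 24 h, 37 deg C, 5% CO2; detection reagent 10 min RT; luminescence.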
Rab9 promoter act: qHTS Assay for Rab9 Promoter Activators; Huh7 Rab9 promoter-luciferase reporter, luminescence, 24 h; Potency, µM (top dose mostly 9.22 µM), for inactives: at the top dose activation, negative = inhibition, actives largely listed as activators; hit rate 2.8% among 320,000; AID 485297, 2010; note: potency is the fitted concentration of half-maximal effect; % of control where 0% means no effect; nearly all actives have a fitted effect of over 60% in size
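Quantitative HTS format; Huh7 Rab9-luciferase reporter cells (1500/well) receive compound 2 h post-plating, incubate 24 h at 37 °C, then get luciferase reagent for 10 min before luminescence reading.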
ELG1 genotox: qHTS screen for small molecules that induce genotoxicity in human embryonic kidney (HEK293T) cells expressing luciferase-tagged ELG1; HEK293T ELG1-luciferase reporter, luminescence, 16 h; Potency, µM (titrated, usually from 46 µM), inactives show top-dose activity change, positive = activation, most hits filed as activators; hit rate 1.3% among 330,000; AID 504466, 2011; note: potency is the fitted concentration of half-maximal effect; % of control where 0% means no effect; nearly all actives have a fitted effect of over 60% in size
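Luminescence read-out: rising ELG1-luciferase signal, reflecting elevated ELG1 protein under genetic stress, flags genotoxic compounds. Cells were treated for 16 hr at 37 °C before ONE-Glo detection.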
BRCA1 expr up: qHTS Assay to Identify Small Molecule Activators of BRCA1 Expression | MCF7-BRCA1-FFLuc reporter, luminescence, 48 h; response scale: scaled: vehicle 0%, 10 µM genistein 100% | Potency, µM (titrated, usually from 46.1 µM), for inactives: top-dose activation, hits mostly activators | hit rate 1.1% among 380,000 | AID 624202, 2012; note: potency is the fitted concentration of half-maximal effect; nearly all actives have a fitted effect of over 80% in size; some results filed as inactive show a strong effect at the top dose
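Compounds are tested at multiple concentrations on MCF7 BRCA1-luciferase reporter cells seeded at 2000 per well; after 48 h, a single luminescence end-point is taken and curves fitted to the normalized data.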
FLuc counter: qHTS profiling assay for firefly luciferase inhibitor/activator using purifed enzyme and Km concentrations of substrates (counterscreen for miR-21 project); Luciferin 4-monooxygenase (Photinus pyralis), P08659; AID 588342, 2011; hit rate 6.9% among 360,000; purified FLuc, Km substrates, luminescence inhibition; Potency, µM (top dose mostly 57.5 µM), without a hit: at the top dose activity change, negative = inhibition, hits mostly inhibitors;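 note: potency is the fitted concentration of half-maximal effect; plate controls were vehicle for no effect and reference inhibitor for full effect; nearly all actives have a fitted effect of over 55% in size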
Target sequence (P08659 whole entry, looked up): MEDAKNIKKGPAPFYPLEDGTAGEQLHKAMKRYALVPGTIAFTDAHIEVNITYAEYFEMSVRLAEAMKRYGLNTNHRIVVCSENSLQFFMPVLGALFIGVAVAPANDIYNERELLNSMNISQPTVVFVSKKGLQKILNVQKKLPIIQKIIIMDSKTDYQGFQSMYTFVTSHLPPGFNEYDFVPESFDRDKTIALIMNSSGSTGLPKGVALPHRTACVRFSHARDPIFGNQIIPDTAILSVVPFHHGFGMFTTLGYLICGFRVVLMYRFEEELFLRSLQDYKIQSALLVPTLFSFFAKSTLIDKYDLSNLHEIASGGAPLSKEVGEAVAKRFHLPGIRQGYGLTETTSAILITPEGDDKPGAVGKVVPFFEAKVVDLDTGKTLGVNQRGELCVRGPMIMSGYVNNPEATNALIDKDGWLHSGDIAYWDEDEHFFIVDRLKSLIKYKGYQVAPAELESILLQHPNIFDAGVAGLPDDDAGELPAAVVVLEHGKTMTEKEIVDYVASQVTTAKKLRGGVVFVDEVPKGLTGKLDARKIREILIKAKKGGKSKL
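Biochemical qHTS of compounds, final roughly 60 µM downward over six points, against 10 nM purified firefly luciferase using Km concentrations of substrates (10 uM D-luciferin, 10 uM ATP) in Tris acetate pH 7.5 buffer; luminescence output.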
NPC1 prom act: qHTS Assay for NPC1 Promoter Activators. Huh7 NPC1 promoter luciferase reporter, 24 h. Potency, µM (highest dose often 9.22 µM), inactives show at the top dose activation, most hits filed as activators. hit rate 2.4% among 320,000. AID 485313, 2010;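 note: potency is the fitted concentration of half-maximal effect; % of control where 0% means no effect; nearly all actives have a fitted effect of over 60% in size; reporter is driven by a mutant NPC1 promoter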
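Compounds in DMSO were transferred onto Huh7 NPC1-luciferase reporter cells pre-incubated 2 h; after 24 h at 37 °C, Amplite reagent was dispensed and luminescence recorded 10 min later.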
VP16 counter: VP16 counterscreen qHTS for inhibitors of ROR gamma transcriptional activity; Drosophila S2 Gal4-VP16 UAS-luciferase, luminescence, 20 h; Potency, µM (doses to about 53.6 µM), inactives show at the highest dose activity, negative = inhibition, most hits filed as inhibitors; hit rate 3.5% among 310,000; AID 2546, 2010;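 note: Gal4-VP16 expression switched on by copper sulfate through the metallothionein promoter; potency is the fitted concentration of half-maximal effect; % is set by controls: 0 for no effect and ±100 for the full control effect; nearly all actives have a fitted effect of over 50% in size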
PKM2 act: qHTS Assay for Activators of Human Muscle isoform 2 Pyruvate Kinase; Pyruvate kinase PKM (Homo sapiens), P14618; purified PKM2, Kinase-Glo ATP luminescence, activation; response scale: 0% is enzyme alone, no compound; Potency, µM (highest dose often 57.5 µM), for inactives: top-dose activation, usual class: activators; hit rate 0.34% among 260,000; note: potency is the fitted concentration of half-maximal effect; % is set by controls: 0 for no effect and ±100 for the full control effect; nearly all actives have a fitted effect of over 55% in size
Target sequence (P14618 whole entry, looked up, canonical isoform): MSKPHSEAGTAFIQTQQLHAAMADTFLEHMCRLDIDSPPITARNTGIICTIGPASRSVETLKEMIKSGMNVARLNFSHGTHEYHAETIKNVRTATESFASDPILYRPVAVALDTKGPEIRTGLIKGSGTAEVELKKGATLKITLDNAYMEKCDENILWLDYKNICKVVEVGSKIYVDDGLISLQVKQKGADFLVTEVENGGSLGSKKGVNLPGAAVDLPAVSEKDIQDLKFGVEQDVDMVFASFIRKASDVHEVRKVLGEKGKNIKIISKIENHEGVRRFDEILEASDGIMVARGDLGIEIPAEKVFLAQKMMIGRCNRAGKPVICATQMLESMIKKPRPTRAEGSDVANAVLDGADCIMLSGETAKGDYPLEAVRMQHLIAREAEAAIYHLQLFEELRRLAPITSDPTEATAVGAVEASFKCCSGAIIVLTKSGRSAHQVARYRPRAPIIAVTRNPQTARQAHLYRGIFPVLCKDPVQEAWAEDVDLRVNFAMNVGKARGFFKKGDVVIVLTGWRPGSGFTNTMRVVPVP
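Kinase-Glo luminescence reports ATP generated from ADP (0.1 mM) and PEP (0.5 mM) by purified hPK-M2 after 1 h at room temperature, pH 7.2 imidazole buffer; intermediate enzyme activity allows detecting inhibitors and activators.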
Menin-MLL TR inh: qHTS Assay for Inhibitors Targeting the Menin-MLL Interaction in MLL Related Leukemias: Competition With Texas Red Labeled MLL-derived Mutant Peptide. hit rate 0.23% among 270,000. Potency, µM (doses to about 61.6 µM), for inactives: top-dose FP activity change, negative = inhibition, actives largely listed as inhibitors. Menin + Texas Red MLL mutant peptide, fluorescence polarization; active = well fitted inhibition curve with a large enough effect in the polarisation, with a control signal flat, not every such curve was filed as active; inconclusive = small, poorly fitted or top-dose-only effect, or effect the other way, or a change in a side signal; inactive = no such curve, though single readings can be large or run the other way; the % refers to the polarisation; note: potency is the fitted concentration of half-maximal effect; % of control where 0% means no effect; many of its hits are not listed in these tables
Giardia kill: Small Molecules that selectively kill Giardia lamblia: qHTS. Giardia lamblia trophozoite viability. activity change, % at 7.66 µM, hits read low. hit rate 0.15% among 340,000; in the data active = activity change below about -80%; inconclusive = between about -30% and that limit;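 note: parasites exposed to compound for two days anaerobically before the ATP read; % is set by controls: 0 for no effect and ±100 for the full control effect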
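Killing of trophozoites was scored by loss of ATP luminescence after a 48 hrs anaerobic exposure to compounds at 37 deg C, using 100 cells per well.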
RORg inh: qHTS for inhibitors of ROR gamma transcriptional activity; Drosophila S2 Gal4-RORgamma UAS-luciferase reporter, 20 h; Nuclear receptor ROR-gamma (Mus musculus), P51450; hit rate 5.4% among 310,000; Potency, µM (titrated, usually from 53.6 µM), for the others: at the highest dose activity change, negative = inhibition, most hits filed as inhibitors; AID 2551, 2010; note: potency is the fitted concentration of half-maximal effect; % is set by controls: 0 for no effect and ±100 for the full control effect; nearly all actives have a fitted effect of over 60% in size
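Compounds are pin-transferred onto Drosophila Schneider cells expressing a copper-inducible Gal4–ROR gamma transactivation domain fusion. After 1 hr, copper sulfate is added to 700 uM final; luciferase is read 20 hr later.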
Starred values were filed as active, the others as inactive; ? = inconclusive; nt = no result given; ! = repeats disagree; [ ] = remark or other dose. Unless noted, calls come from the whole dose curve; as a rule, active = well fitted curve in the direction sought with a large enough effect; inconclusive = small, poorly fitted or top-dose-only effect, or another doubt; inactive = no such curve, though single readings can be large; an effect the other way counts as inactive or inconclusive. Only part of the results is shown; rates above refer to the full screens.

SMILES | p53 reactivation | Rab9 promoter act | ELG1 genotox | BRCA1 expr up | FLuc counter | NPC1 prom act | VP16 counter | PKM2 act | Menin-MLL TR inh | Giardia kill | RORg inh
Cc1ccc(CCNC(=O)c2cccc(NC3=NC4CS(=O)(=O)CC4S3)c2)cc1 (configuration not stated) | 12% | 3% | -1% | 0% | ? | -3% | 8% | 2% | 4% | -8 | -14%
Cc1ccnc(SCC(=O)Nc2oc(-c3ccccc3)c(-c3ccccc3)c2C#N)n1 | 3% | -11% | -12% | -36% | -3% | -3% | nt | -2% | -3% | 29 | -25%[0.365 µM]
CN(CCOC(=O)C1c2ccccc2Oc2ccccc21)C(C)(C)C | 2% | -7% | 0% | -27% | 1% | -2% | 6% | -1% | 0% | -5 | -8%
COc1ccc(NC(=O)CN2CCCC2)cc1 | 20% | 6% | 2% | 0% | -8% | 5% | -5% | 0% | -4% | -22 | -4%
O=C(Nc1ccc2c(c1)OCO2)c1cc(-c2ccc(O)cc2)on1 | 19% | ? | ? | ? | ? | 3.5µM* | ? | -2% | 28% | 12 | 0%
CC1(C)CC(=O)C2=C(C1)N(c1ccc(F)cc1)C(=O)CC2c1ccsc1 (configuration not stated) | 1% | -1% | 2% | -26% | 1% | -2% | 3% | -5% | -6% | 17 | -16%
CCCCNc1c(C(=O)OCC)c(C)nc2c1cnn2CC | nt | -8%[46.1 µM] | nt | 0% | nt | -10%[46.1 µM] | ? | nt | 40µM*! | 10 | 32µM*!
CC(NC(=O)CN1C(=O)NC(C)(c2cccc3ccccc23)C1=O)c1ccccc1 (configuration not stated) | -1% | -3% | -21% | -5% | 3% | -2% | -2% | -2% | 0% | -11 | 19%
CC1(C)C(=O)C2(CCCCC2)C(=O)OC1c1cccs1 (configuration not stated) | 6% | 0% | 3% | -34% | -1% | 1% | -7% | -2% | 0% | 12 | 0%
CC(C)=CCCC1=CCC2C(=O)NNC(=O)C2C1 (configuration not stated) | -2% | 1% | -3% | -20% | 3% | -2% | -2% | ? | -10% | 13 | 0%
COc1ccc2[nH]cc(C(=O)CN3CCCC(C)(C)C3)c2c1 | 0% | -13% | 0% | 5% | 2% | 1% | -1% | nt | -1% | 14 | -25%
CCC1CCCCN1CCCNC(=O)c1cc2c(=O)[nH]c3ccccc3c2n1C (configuration not stated) | 15% | -3% | 2% | 20% | -2% | -5% | -11% | -2% | -19% | 6 | 1%
O=C(Nc1ccc2c(c1)CCC2)c1cccs1 | 11% | 1.6µM* | ? | ? | 6.7µM* | 2µM* | -15% | -15% | 8% | -11 | 12%
Cc1ccccc1-n1c(O)c(C=NC2CCS(=O)(=O)C2)c2ccccc2c1=O (configuration not stated) | -3% | 0% | -1% | -2% | -1% | -1% | 12% | 1% | nt | 11 | 4%
CC1=C(C(=O)NC2CCCc3c2cnn3-c2cc(F)cc(F)c2)OCCO1 (configuration not stated) | -2% | 7% | 11% | -28% | -2% | 2% | 1% | 7% | nt | -6 | -42%
CC1CCCC(C(=O)O)N1C(=O)CCS (configuration not stated) | 2% | 3% | 2% | 2% | 1% | -2% | 2% | -2% | -9% | 26 | -4%
O=C(c1ccc2c(c1)[nH]c(=S)n1c3ccccc3nc21)N1CCN(c2cccc(Cl)c2)CC1 | -4% | -4% | -7% | -62% | -10% | 1% | -6% | -4% | -5% | 5 | 2%
O=C(O)c1ccc(NC(=O)c2cccc(NC(=O)c3cccs3)c2)cc1 | -1% | 15% | 0% | -12% | ? | 1% | -2% | -8% | -3% | -6 | 6%
CN(Cc1ccccc1)C(=O)c1[nH]cnc1C(=O)NCc1ccccc1 | 7% | -9% | -1% | 14% | 7% | -3% | nt | nt | nt | -14 | nt
CCOC(=O)c1c(N2C(=O)CC(Sc3ccccc3C(=O)O)C2=O)sc2c1CCCC2 (configuration not stated) | 0% | 1% | -2% | -17% | -16% | -5% | -5% | ? | 3% | -14 | 5%

Part of the list above, reduced to Menin-MLL TR inh and ELG1 genotox.
| mol | Menin-MLL TR inh | ELG1 genotox |
| --- | --- | --- |
| Cc1ccccc1-n1c(O)c(C=NC2CCS(=O)(=O)C2)c2ccccc2c1=O (configuration not stated) | nt | -1% |
| CC1=C(C(=O)NC2CCCc3c2cnn3-c2cc(F)cc(F)c2)OCCO1 (configuration not stated) | nt | 11% |
| CC1CCCC(C(=O)O)N1C(=O)CCS (configuration not stated) | -9% | 2% |
| O=C(c1ccc2c(c1)[nH]c(=S)n1c3ccccc3nc21)N1CCN(c2cccc(Cl)c2)CC1 | -5% | -7% |
| O=C(O)c1ccc(NC(=O)c2cccc(NC(=O)c3cccs3)c2)cc1 | -3% | 0% |

(listing goes on)
SMILES | p53 reactivation | Rab9 promoter act | ELG1 genotox | BRCA1 expr up | FLuc counter | NPC1 prom act | VP16 counter | PKM2 act | Menin-MLL TR inh | Giardia kill | RORg inh
CC(=O)Nc1ccc(S(=O)(=O)N2CCN(S(=O)(=O)N3CCOCC3)CC2)cc1 | -8% | 0% | -2% | -9% | -5% | 0% | 1% | nt | 1% | 11 | -36%
COc1ccc(CN(CCN(C)C)Cc2ccccc2)c(OC)c1 | -2% | 2% | -7% | -2% | -1% | -2% | 4% | -4% | -13% | -21 | -13%[10 µM]
Cc1cc(NC(=O)c2ccc3nc(C)sc3c2)no1 | ? | 1.8µM* | 9.2µM* | 79% | ? | 0.89µM* | -1% | 0% | 5% | 25 | -1%
COc1ccccc1C(=O)N/C(=C\c1ccc(Br)cc1)C(=O)NCCC(=O)O | 0% | 5% | 2% | 1% | -6% | 0% | 4% | 1% | 0% | 16 | -4%
O=C(COc1ccc(S(=O)(=O)Nc2ccccc2)cc1)NCc1cccnc1 | -16% | 9% | 2% | -11% | 1% | 0% | -6% | ? | 4% | -17 | 15%
Cc1ccc(CCN2CC(C(=O)NCCN3CCOCC3)CC2=O)cc1 (configuration not stated) | 6% | 12% | 2% | 6% | -2% | -2% | -12% | 6% | -3% | 2 | 7%
CC(=O)NS(=O)(=O)c1ccc(NC(=S)NC(=O)C(C)C)cc1 | 1% | 4% | 0% | -2% | 6% | 7% | -5% | -8% | -11% | -2 | -15%
Cc1sc2ncn(CC(=O)N3CCN(c4ccc(F)cc4)CC3)c(=O)c2c1S(=O)(=O)N1CCOCC1 | -2% | 3% | -13% | -14% | 0% | -4% | -6% | 5% | 10% | 7 | 7%
Cc1ccccc1C(=O)NCc1ccncc1 | -4% | -5% | 0% | 8% | 1% | -3% | 3% | -11% | 3% | -15 | -10%
COc1ccccc1N(CC(=O)NC(C)C)S(=O)(=O)c1cccs1 | -13% | -1% | 1% | -19% | 9% | -5% | -3% | 0% | -12% | 6 | 16%
CC(Sc1nc(N2CCCCC2)c2c(c1C#N)CCCC2)C(=O)O (configuration not stated) | -2% | 2% | 1% | -29% | 6% | 3% | 22% | 1% | 6% | 9 | ?
Cc1ccc(S(=O)(=O)N2CCC(C(=O)N/N=C/c3ccncc3)CC2)cc1 | 2% | -1% | 0% | -4% | -3% | -2% | 5% | -2% | -13% | 8 | 2%

Sorted by the number under PKM2 act (falling): some entries from above.
molecule	p53 reactivation	Rab9 promoter act	NPC1 prom act	PKM2 act	Menin-MLL TR inh	RORg inh
Cc1sc2ncn(CC(=O)N3CCN(c4ccc(F)cc4)CC3)c(=O)c2c1S(=O)(=O)N1CCOCC1	-2%	3%	-4%	5%	10%	7%
COc1ccccc1N(CC(=O)NC(C)C)S(=O)(=O)c1cccs1	-13%	-1%	-5%	0%	-12%	16%
Cc1ccccc1C(=O)NCc1ccncc1	-4%	-5%	-3%	-11%	3%	-10%
